Bioassay records deposited in PubChem by several laboratories.
LMPTP block – LMPTP phosphatase inhibitors, primary screen, biochemical, fluorescence intensity, uHTS; 360,000 compounds, 0.22% hits; recombinant LMPTP-A, OMFP fluorogenic substrate; inhibition, % at 20 µM; Low molecular weight phosphotyrosine protein phosphatase (Homo sapiens), P24666;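 active means compounds that cut the enzyme signal by at least half of the control window in the single-dose screen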;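 further: plate controls were DMSO wells with enzyme plus substrate for no effect and substrate without enzyme for full effect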
Target sequence (P24666 whole entry, looked up): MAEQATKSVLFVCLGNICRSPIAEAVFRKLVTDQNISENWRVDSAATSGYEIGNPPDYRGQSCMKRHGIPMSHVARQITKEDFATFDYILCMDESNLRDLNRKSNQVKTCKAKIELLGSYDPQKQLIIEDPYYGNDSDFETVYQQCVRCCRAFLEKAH
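Test system: LMPTP-A phosphatase enzyme. Amount: LMPTP-A at 0.625 nM final in the reaction. Reagent: OMFP substrate, 400 µM final. Times: 50 min at room temperature. Signal: endpoint fluorescence intensity from OMFP dephosphorylation. Read-out basis: % inhibition. Benchmarks: no-enzyme and uninhibited controls.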
STEP block – STEP phosphatase inhibitors, primary screen, biochemical, fluorescence intensity, uHTS; inhibition, % at 20 µM; recombinant STEP, OMFP fluorogenic substrate; 360,000 compounds, 0.25% hits;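 active means inhibition at 20 µM, scaled per plate between control wells, above about 37%, limit read from the data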;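 further: 0% = DMSO with enzyme and substrate and 100% = substrate only without enzyme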
Target sequence (P54829 whole entry, looked up): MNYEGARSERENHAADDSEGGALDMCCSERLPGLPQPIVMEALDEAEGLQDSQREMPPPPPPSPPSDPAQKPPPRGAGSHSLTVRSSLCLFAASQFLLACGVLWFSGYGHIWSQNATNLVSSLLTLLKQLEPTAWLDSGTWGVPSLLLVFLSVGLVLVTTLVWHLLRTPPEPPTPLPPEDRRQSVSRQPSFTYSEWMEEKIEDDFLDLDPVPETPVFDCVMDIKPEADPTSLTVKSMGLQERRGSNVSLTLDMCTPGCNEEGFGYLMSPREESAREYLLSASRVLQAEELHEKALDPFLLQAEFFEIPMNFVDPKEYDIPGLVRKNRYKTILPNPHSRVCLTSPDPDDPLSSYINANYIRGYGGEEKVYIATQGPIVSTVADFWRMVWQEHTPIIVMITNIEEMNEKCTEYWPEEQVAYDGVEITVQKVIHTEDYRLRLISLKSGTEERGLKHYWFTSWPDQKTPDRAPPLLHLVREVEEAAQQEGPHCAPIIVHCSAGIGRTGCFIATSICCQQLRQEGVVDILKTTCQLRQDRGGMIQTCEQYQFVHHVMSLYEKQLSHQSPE
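Assay system: isolated STEP enzyme / Timing: 20 min at room temperature, dark / Doses: 20 µM, 1% DMSO / Technique: fluorescence intensity, excitation 480 nm, emission 540 nm / Reagent: fluorogenic phosphatase substrate OMFP at 25 µM final / Measure: percent inhibition scaled to no-enzyme and uninhibited-enzyme controls, plate-pattern corrected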
TbMetRS inhib – T. brucei MetRS inhibitors, primary screen, biochemical, luminescence. inhibition, % at 11.9 µM. purified T. brucei MetRS, ATP depletion, Kinase-Glo luminescence. methionyl-tRNA synthetase (Trypanosoma brucei brucei). AID 624268, 2012. 360,000 compounds, 0.4% hits;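 active means inhibition above a per-plate cutoff of the control wells' mean inhibition plus 3 SD, cut at about 5.5% in these data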;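 further: 0% = DMSO wells median and 100% = median of wells with control inhibitor compound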
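Dosing: 11.9 µM single point; system: parasite MetRS enzyme; technique: luminescence of leftover ATP; times: 15 min enzyme-compound preincubation, 2 h reaction, 10 min detection, 25 °C; replicates: each compound tested once; read-out basis: percent inhibition relative to median high and low control wells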
MsrA inh – bovine MsrA enzyme inhibitors, primary screen, biochemical, absorbance, HTS. Methionine sulfoxide reductase A (Bos taurus). purified bovine MsrA, absorbance read-out. inhibition, % at 15.5 µM. 360,000 compounds, 0.75% hits. AID 651718, 2012; in the data active means inhibition above about 4.5%;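 further: 0% = vehicle wells with enzyme and 100% = reference inhibitor wells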
Rpn11 inh – Rpn11 (PSMD14) deubiquitinase inhibitors, primary screen, biochemical, fluorescence polarization, uHTS; AID 588493, 2011; human 26S proteasome, Ub4-pepOG fluorescence polarization; 20S core pre-blocked with epoxomicin; 26S proteasome non-ATPase regulatory subunit 14 (Homo sapiens), O00487; calls only at 20 µM; 360,000 compounds, 0.59% hits;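 active means inhibition at 20 µM, scaled to each plate's controls, above about 33%, limit read from the data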
SUMO1 PPI mod – modulators of SUMO1 protein-protein interactions, primary screen, biochemical, uHTS; SUMO1 binding to a labelled peptide, TR-FRET, 1 h; inhibition, % at 20 µM; 360,000 compounds, 0.33% hits; AID 602429, 2012; in the data active means inhibition above about 37%
Scp1 inh – Scp-1 phosphatase inhibitors, primary screen, biochemical, colorimetric, uHTS; Carboxy-terminal domain RNA polymerase II polypeptide A small phosphatase 1 (Homo …; Recombinant Scp1, phosphopeptide, malachite green phosphate absorbance; inhibition, % at 20 µM; 340,000 compounds, 0.88% hits; AID 493091, 2011;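 active means inhibition above about 50% at 20 µM, limit read from the data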;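 further: plate controls were DMSO wells with enzyme for no effect and wells lacking enzyme for full effect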
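System: truncated SCP-1 phosphatase (76-261aa); medium: Tris acetate buffer pH 5.5 with MgCl2 and Tween-20; incubation: 45 min room-temperature reaction, 5 min colour, 30 min stabiliser; compound: single 20 µM dose, 1% DMSO; reagent: Phosphorylated 17-residue peptide substrate; read-out: % inhibition at 20 µM; technique: colorimetric free-phosphate detection, absorbance 630 nm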
NadD block – inhibitors of S. aureus NadD, primary screen, biochemical, colorimetric, uHTS; Nicotinate-nucleotide adenylyltransferase NadD (Staphylococcus aureus N315); purified NadD enzyme, colorimetric absorbance read-out; inhibition, % at 20 µM; 360,000 compounds, 0.78% hits; AID 602399, 2012; in the data active means inhibition above about 26%; further: some compounds past the cut are filed as inactive
DNMT1 block – human DNMT1 methyltransferase inhibitors, primary screen, biochemical, molecular beacon, fluorescence, HinP1I cleavage, uHTS; inhibition (reported as % activation of signal), % at 10 µM; 360,000 compounds, 0.83% hits; in the data active means inhibition above about 50%
CSN deneddyl inh – inhibitors of CSN-mediated cullin deneddylation, primary screen, biochemical, fluorescence polarization, uHTS; COP9 signalosome complex subunit 5 (Homo sapiens), Q92905; Purified CSN, SCF-Nedd8-OG deneddylation; inhibition, % at 12.5 µM; 360,000 compounds, 0.38% hits; AID 651999, 2013;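 active means pattern-corrected inhibition above about 35%, with an unprinted fluorescence ratio check between 0.5 and 1.5, limit read from the data, passing the limit was not always enough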;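 further: 0% = enzyme with substrate and 100% = substrate without enzyme; some results filed as inactive read as strong as hits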
Target sequence (Q92905 whole entry, looked up, one chain of several): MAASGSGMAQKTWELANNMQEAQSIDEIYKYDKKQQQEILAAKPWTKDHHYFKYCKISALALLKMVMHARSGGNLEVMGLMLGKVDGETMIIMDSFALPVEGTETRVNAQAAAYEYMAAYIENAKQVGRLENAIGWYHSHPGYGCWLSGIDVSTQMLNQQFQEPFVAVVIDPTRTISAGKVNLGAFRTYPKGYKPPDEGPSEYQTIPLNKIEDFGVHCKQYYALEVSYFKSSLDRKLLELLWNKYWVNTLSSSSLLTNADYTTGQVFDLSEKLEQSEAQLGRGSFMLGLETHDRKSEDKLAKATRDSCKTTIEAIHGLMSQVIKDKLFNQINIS
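Schedule: reaction 90 min, room temperature / Assay system: HEK293T-derived human Csn5 enzyme / Input: Csn5 at 0.24 nM final / Measure: inhibition of Csn5 cleavage, % / Control set: substrate-only high control, full reaction low control / Technique: fluorescence polarization of the substrate / Buffer or medium: Tris/NaCl/DTT buffer, pH 7.5 / Reagent: SCFSkp2-Nedd8OG substrate at 10 nM final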
Numbers without * were called inactive; i = inactive; x = no result given; + = active, no number.

SMILES	LMPTP block	STEP block	TbMetRS inhib	MsrA inh	Rpn11 inh	SUMO1 PPI mod	Scp1 inh	NadD block	DNMT1 block	CSN deneddyl inh
CCOC(=O)C1(Cc2cccc(Cl)c2)CCCN(C(=O)C2CC2)C1 (centres undefined)	-0.8	0	-2.4	-0.3	i	1	-1	-2	-2	1
COc1cc(OC)cc(C(=O)NCC(=O)N2CC=C(c3ccccc3)CC2)c1	-0.6	0	0.1	0.1	i	-9	-6	0	0	-2
CCCC(=O)Nc1ccccc1N1CCN(C(=O)C(C)C)CC1	-0.9	4	-1.4	-0.2	i	-3	-4	-2	0	-2
C=CCNC(=O)COc1ccc(S(=O)(=O)N2CCCC2)cc1	1.0	3	-2.6	1.0	i	1	3	-1	7	3
COCc1cc(S(=O)c2ccc(Cl)cc2)nc(C)n1 (centres undefined)	-0.9	0	-0.7	-0.1	i	3	1	4	-2	-6
CC(C)CC(=O)NC(=S)Nc1ccc(S(=O)(=O)Nc2nccs2)cc1	-1.6	-3	-0.9	0.3	i	0	-1	4	0	-8
O=c1cn[nH]c2ccc(Br)cc12	0.2	-4	0.0	2.1	i	-29	0	0	5	6
O=C(COC(=O)C1CC1)Nc1ccc2c(c1)OCO2	-0.1	2	-0.1	3.1	i	-1	-2	-1	-1	-2
CCOC(=O)C1(Cc2cccc(Cl)c2)CCCN(C(=O)c2cccc(C)n2)C1 (centres undefined)	0.0	0	-0.4	0.4	i	1	-5	-2	1	-8
O=C(NNC(=O)c1ccccc1F)c1ccc(-c2ccccc2Cl)o1	0.0	0	0.2	1.5	i	-17	x	-6	-1	2
COC(=O)[C@]1(Cc2ccccc2)N[C@H](CN(C)C(=O)Nc2ccc(OC)cc2)[C@@H]2C(=O)N(C)C(=O)[C@@H]21	9.4	2	0.4	-0.9	i	8	-8	2	-1	-2
O=C(Nc1cccnc1Cl)c1cc(-c2ccc(O)cc2)on1	0.6	0	0.4	0.9	i	9	-6	-3	5	-2
NC(=NCCc1ccccc1)NS(=O)(=O)c1ccccc1	-0.5	1	0.9	0.4	i	-1	0	3	-1	-9
CCC(=O)c1ccc(OCC(O)CN2CCOCC2)cc1 (centres undefined)	-0.8	0	-0.5	1.3	i	-4	-8	-2	5	-2
COC(=O)c1ccccc1NC(=O)CSc1nnc(-c2cccnc2)o1	-1.5	-1	-0.3	-0.9	i	-5	-3	3	2	2

Already shown: an excerpt of the list.
SMILES	LMPTP block	STEP block	TbMetRS inhib	MsrA inh	Rpn11 inh	SUMO1 PPI mod	Scp1 inh	NadD block	DNMT1 block	CSN deneddyl inh
CCOC(=O)C1(Cc2cccc(Cl)c2)CCCN(C(=O)C2CC2)C1 (centres undefined)	-0.8	0	-2.4	-0.3	i	1	-1	-2	-2	1
COc1cc(OC)cc(C(=O)NCC(=O)N2CC=C(c3ccccc3)CC2)c1	-0.6	0	0.1	0.1	i	-9	-6	0	0	-2

The listing picks up, starting 4 compounds before the break.
SMILES	LMPTP block	STEP block	TbMetRS inhib	MsrA inh	Rpn11 inh	SUMO1 PPI mod	Scp1 inh	NadD block	DNMT1 block	CSN deneddyl inh
O=C(Nc1cccnc1Cl)c1cc(-c2ccc(O)cc2)on1	0.6	0	0.4	0.9	i	9	-6	-3	5	-2
NC(=NCCc1ccccc1)NS(=O)(=O)c1ccccc1	-0.5	1	0.9	0.4	i	-1	0	3	-1	-9
CCC(=O)c1ccc(OCC(O)CN2CCOCC2)cc1 (centres undefined)	-0.8	0	-0.5	1.3	i	-4	-8	-2	5	-2
COC(=O)c1ccccc1NC(=O)CSc1nnc(-c2cccnc2)o1	-1.5	-1	-0.3	-0.9	i	-5	-3	3	2	2
COC(=O)C[C@H]1C=C[C@@H](NS(=O)(=O)c2ccccc2)[C@@H](CO)O1	-1.7	x	-0.3	-0.4	x	4	x	x	x	2
COC(=O)c1ccc(NS(=O)(=O)c2cc3c4c(c2)CCN4C(=O)CC3)cc1	0.2	-2	-0.1	0.2	i	9	1	1	2	-8
CN(C)CCCN(C(=O)c1ccc(C(=O)c2ccccc2)cc1)c1nc2cc3c(cc2s1)OCCO3	-6.1	-1	-0.6	1.1	i	-43	-2	-5	-6	2
CCN(CC)S(=O)(=O)c1ccc(Cl)c(NC(=O)COC(=O)c2c(C)noc2C)c1	-0.7	-3	-0.7	-0.4	i	9	-2	-4	-1	-5
COc1cccc(-c2cc(C(=O)N3CCN(C(=O)c4ccco4)CC3)[nH]n2)c1	-1.6	-2	-0.9	-2.0	i	4	-7	-5	4	5
CC(=O)c1ccc(NC(=O)c2noc(C)c2[N+](=O)[O-])cc1	-1.7	0	-0.2	0.8	i	-27	-9	-3	4	1
COc1ccc(OCc2nnc(SCC(=O)N3CCOCC3)o2)cc1	0.6	-1	0.0	-0.8	i	1	-3	-8	1	5
CCOc1ccc(S(=O)(=O)NCCC(=O)N(CC)CC(=O)Nc2c(F)cccc2F)cc1	-10	-1	-0.3	0.3	i	-112	-11	7	-14	1
Cc1c(C(=O)N2CCOCC2)c(S(=O)(=O)Nc2cccc(Br)c2)c(C)n1C	0.8	-4	-0.2	-0.7	i	-5	-2	1	-2	-1
CC(C)C(=O)O/N=C1\CCS(=O)(=O)c2sccc21	2.1	0	-1.3	0.3	i	-4	2	-1	3	-10
O=C(c1ccccc1F)N1CCN(c2ccccc2)CC1	-1.1	0	-0.1	-1.1	i	3	-4	-4	-1	-2
CC(C)C[C@@H](CNCC(=O)[C@H](CC(C)C)NC(=O)c1[nH]cnc1C(=O)N[C@H](CN)CC(C)C)NC(=O)c1nc[nH]c1C(=O)N[C@@H](Cc1ccccc1)C(=O)O	-6.5	-4	-0.3	0.7	i	3	-14	30	-5	3
CCN(CC(=O)Nc1ccccc1C(F)(F)F)C(=O)CN1C(=O)NC2(CCCCC2)C1=O	-0.6	2	-0.1	-1.1	i	-1	-1	-3	1	-1
Cc1ccc(NC(=O)c2ccc(Cl)c(S(=O)(=O)NCc3ccco3)c2)c(O)c1	0.2	-1	-0.2	1.3	i	1	-8	2	-10	2
O=C1C=C(C#Cc2ccc(Oc3ccccc3)cc2)C[C@@H](c2ccc(F)cc2)C1	3.1	3	-0.9	1.3	i	2	x	2	25	3
O=C(OCC(=O)c1ccc(Cl)s1)c1ccc(CO)cc1	0.5	-1	-0.1	-0.1	i	3	-3	-5	-6	0
CN(CCO)C(=O)CCC(=O)Nc1ccc(S(N)(=O)=O)cc1	-1.6	-3	-0.6	0.6	i	3	-1	-4	0	0
CCc1ccc2c(c1)c1nnc(NN)nc1n2C	3.5	6	-0.7	0.1	i	-6	-4	3	-12	2
CCn1c(CNC(=O)c2cccc(C)c2)nnc1SCC(=O)NC1CCCC1	-1.1	-2	-1.0	0.1	i	-2	9	-6	3	-4
COc1ccccc1NC(=O)C(C)OC(=O)Cc1n[nH]c(=O)c2ccccc12 (centres undefined)	-1.6	0	-0.3	2.7	i	0	-12	-2	-1	-3
Cn1c(-c2cccc([N+](=O)[O-])c2)cnc1NCc1ccc(C#N)cc1	-0.9	2	0.0	0.6	i	-15	-11	-4	-2	-1
CC(C)N(C(=O)Cn1cc(SCC(N)=O)c2ccccc21)C(C)C	-0.4	0	-0.4	-0.5	i	-2	-3	-7	-4	4
CCOC(=O)c1[nH]c2ccccc2c1NC(=O)C(C)(C)C	-1.1	1	-1.6	0.6	i	-1	-9	0	0	-2
Cc1cc2oc(=O)cc(CN3CCN(Cc4ccccc4)CC3)c2cc1O	-0.9	0	-0.7	2.1	i	-9	-8	-7	3	-3
O=C(CSc1ccc(S(=O)(=O)N2CCOCC2)cn1)Nc1ccc(OC(F)F)cc1	-1.1	-2	1.0	-0.6	i	-5	-7	1	6	1
COc1ccc(S(=O)(=O)N2CCNC(=O)C2)cc1Br	0.8	2	0.0	2.0	i	0	4	1	-1	-5
COc1cccc(N2CC(C(=O)Nc3nnc(SCC(=O)N4CCOCC4)s3)CC2=O)c1 (centres undefined)	0.0	2	0.0	0.1	i	3	19	6	2	4
CCCCCC(=O)N1C[C@@H](n2cc(C3CC3)nn2)[C@H](O)C[C@@H]1c1ccc(Cl)cc1	0.4	1	-1.0	0.1	i	10	x	4	0	-2
C=COCCNC(=S)N1CCOCCOCCN(C(=S)NCCOC=C)CCOCCOCC1	-0.6	-5	-1.8	-0.2	i	0	2	2	6	4
Nc1ncnc2c(C3OC(CO)C(O)C3O)c[nH]c12 (centres undefined)	2.5	-2	-0.2	-0.4	i	3	0	-3	-2	1
Cc1ccc(NC(=O)CN2C(=O)NC(C)(C3CC3)C2=O)c(C)c1 (centres undefined)	-0.7	3	-0.1	-1.5	i	-1	-1	0	6	1
Cc1cc(C)n2c(SCC#N)nnc2n1	-0.5	-2	-0.8	1.2	i	4	-7	4	-1	0
O=C(Cc1nc2ccccc2[nH]1)c1cccc([N+](=O)[O-])c1	-0.4	3	1.9	-1.2	i	-4	-5	12	-8	4
Nc1ccccc1C(=O)NC1CCCNC1=O (centres undefined)	0.9	-1	0.5	0.1	i	4	-2	-5	-3	6
Cc1ccc(NC(=O)c2nccnc2C(=O)O)cc1C	-0.4	-3	-0.2	1.2	i	2	-6	0	0	0
O=C(NCc1ccc(F)cc1)C1CCCN1C(=O)Nc1ccc(F)cc1 (centres undefined)	-0.1	-1	0.3	0.5	i	-1	-1	-3	1	0
CN1CCN(c2ccc(-c3cc(NC=O)c4ncc(-c5ccc(F)c(Cl)c5)n4c3)cc2)CC1	0.4	4	-0.1	1.7	+	-52	x	19	-32	18
CCCn1c(CCc2ccccc2)nnc1SCC(=O)N1CCOCC1	-1.0	3	-0.7	-0.7	i	2	4	-1	2	6
O=C(c1ccccc1F)N1CCN(c2ccccn2)CC1	-2.5	-2	-0.8	-0.5	i	1	6	2	4	0
